NCI-60 one-dose screen, 48 h, at 10 µM unless noted. Numbers give growth in % (100 = growth as untreated, 0 = no growth, -100 = all killed).
UACC-62 = UACC-62 melanoma; 81,000 compounds, 5.4% hits
UACC-257 = UACC-257 melanoma; 78,000 compounds, 4.4% hits; AID 1794764
SK-MEL-5 = SK-MEL-5 melanoma; AID 1794755; 80,000 compounds, 6.4% hits
EKVX = EKVX NSCLC | 71,000 compounds, 3% hits
A549/ATCC = A549/ATCC NSCLC; 81,000 compounds, 3.7% hits; AID 1794740
M14 = M14 melanoma; 80,000 compounds, 6.2% hits; AID 1794745
SK-MEL-2 = SK-MEL-2 melanoma | 77,000 compounds, 4.7% hits | AID 1794763
MALME-3M = MALME-3M melanoma | 78,000 compounds, 5.8% hits
* marks the source's active call; other numbers are inactive results; · = not tested or not shown. How the source made its calls: active means growth percent below 10; inactive means the rest.

SMILES	UACC-62	UACC-257	SK-MEL-5	EKVX	A549/ATCC	M14	SK-MEL-2	MALME-3M
COc1c(O)cc2oc3cc(O)c(CC=C(C)C)c(O)c3c(=O)c2c1CC=C(C)C	·	·	90	54	54	54	90	87
O=C1CCCC/C1=C\C=C\c1c(C2CC2)nc2ccccc2c1-c1ccc(F)cc1	97	105	103	104	101	92	109	89
Cn1cc(NC(=O)c2cc(NC(=O)c3ccc(/C=C/c4ccccc4)cc3)cn2C)cc1C(=O)NCCCN1CCOCC1	-89*	78	-70*	90	27	-84*	100	-83*
CC(=O)c1cccc(-c2nc(N)nc(Nc3ccccc3SSc3ccccc3Nc3nc(N)nc(-c4cccc(C(C)=O)c4)n3)n2)c1	95	107	97	73	92	108	102	104
COc1ccc(-c2ccc(NNC(=O)c3ccc(F)cc3)nn2)cc1	90	99	102	98	97	·	108	99
NS(=O)(=O)c1ccc(NC(=O)N2CCN(C(=O)Cc3ccc(Cl)cc3Cl)CC2)cc1	96	89	97	104	103	90	104	90
O=C(O)N/N=C/c1ccccc1Cl	92	95	103	97	93	100	91	98
CCCCOC(=S)SSC(=S)OCCCC	109	116	115	123	107	105	·	124
O=c1[nH]c2ccccc2c2c1C(c1ccc(Cl)cc1)c1c(ncn3nc(-c4ccco4)nc13)O2 (stereo unspecified)	102	101	102	100	102	101	108	97
COc1ccccc1Cn1cc2c(c1-c1ccccc1)CCCc1cnoc1-2	72	93	100	87	96	95	90	86
COC(=O)[C@]12CC[C@@H](C)[C@H](C)[C@H]1C1=CC[C@@H]3[C@@]4(C)C/C(=C/c5ccccc5)C(=O)C(C)(C)[C@@H]4CC[C@@]3(C)[C@]1(C)CC2	89	99	103	92	97	102	107	104
Cc1nn(-c2ccccc2)c2nc3c(c(-c4ccc(Cl)cc4)c12)CNC1(N3)C(=O)N(C)c2ccc(Cl)cc21 (stereo unspecified)	83	90	96	78	80	83	88	95
O=C(N/N=C/C[C@@H]1[C@@H](/C=C/[C@@H](O)COc2ccccc2)[C@H](O)C[C@@H]1O)c1ccncc1	98	68	97	104	71	93	99	106
O=c1c2cc(F)ccc2sc2c(Nc3ccncc3)nc3ccccc3c12	67	113	75	36	-44*	-27*	99	22
CCCCNS(=O)(=O)c1cc(Nc2ccc(O)c3c2C(=O)c2c([N+](=O)[O-])ccc(O)c2C3=O)ccc1OC	93	93	97	·	94	104	·	123

Three compounds already listed, sorted by molecular weight, lowest first.
SMILES	UACC-62	UACC-257	SK-MEL-5	EKVX	A549/ATCC	M14	SK-MEL-2	MALME-3M
CCCCOC(=S)SSC(=S)OCCCC	109	116	115	123	107	105	·	124
Cc1nn(-c2ccccc2)c2nc3c(c(-c4ccc(Cl)cc4)c12)CNC1(N3)C(=O)N(C)c2ccc(Cl)cc21 (stereo unspecified)	83	90	96	78	80	83	88	95
CCCCNS(=O)(=O)c1cc(Nc2ccc(O)c3c2C(=O)c2c([N+](=O)[O-])ccc(O)c2C3=O)ccc1OC	93	93	97	·	94	104	·	123

Following part
SMILES	UACC-62	UACC-257	SK-MEL-5	EKVX	A549/ATCC	M14	SK-MEL-2	MALME-3M
O=S(=O)(OCCCOS(=O)(=O)c1ccc(Cl)cc1)c1ccc(Cl)cc1	96	102	96	100	91	73	113	90
COc1ccc(/C=C(\c2cc(OC)c(OC)c(OC)c2)c2nnc(-c3ccc(OC)cc3)o2)cc1	98	96	97	81	83	100	92	·
Fc1ccccc1/C=C/c1nn2c(-c3ccncc3)nnc2s1	93	98	100	97	99	98	·	106
COc1ccc2nc(C)cc(Nc3ccc(Cl)cc3)c2c1	99	99	94	·	92	100	104	114
Cc1cc(NCCCNc2ccnc3cc(Cl)ccc23)nc(Nc2ccc(C(=O)N3CCCC3)cc2)n1	50	71	92	62	43	55	89	103
COc1ccc(C2=NN(C=O)C(c3ccc(Cl)cc3)C2)cc1S(=O)(=O)Nc1cccnc1 (stereo unspecified)	85	99	98	97	98	110	107	107
C=COC=O	105	98	·	101	101	97	100	91
O=C(c1cc2ccccc2c(=O)o1)c1cc2ccccc2c(=O)o1	95	98	99	100	98	99	97	98
C#Cc1nc(C2=C(C)C(O)/C(=N/O)C2)cs1 (stereo unspecified)	88	91	95	91	97	94	103	99
Cn1c(=O)c(-c2ccc(Cl)cc2)cc2cnc(Nc3cccc(S(C)(=O)=O)c3)nc21	33	70	72	58	55	32	28	49
O=C(O)CNC(=O)Cc1cccc2ccccc12	101	102	100	107	106	113	114	96
CC(=O)c1cccs1	94	96	110	·	92	102	112	115
CCCCc1nc(Cl)c(C2CC(c3cc(OC)c(OC)c(OC)c3)=NN2c2ccc(Cl)cc2)[nH]1 (stereo unspecified)	71	98	90	81	82	97	101	103
O=C(Nc1cccc(Cl)c1)Nc1nc2ccc(-c3ccsc3)cc2s1	73	84	79	76	77	82	89	53
O=C1CC(c2ccccc2)=C(c2ccccc2)C1	103	132	101	102	·	106	113	99
NS(=O)(=O)c1ccc(Nc2nc(SCc3ccc([N+](=O)[O-])cc3)nc3ccccc23)cc1	73	108	80	88	84	93	102	102
C/C(=C(/C)C1CC1CCN(C(=O)c1ccccn1)S(=O)(=O)c1ccc(C)cc1)C1CCCCC1 (stereo unspecified)	64	97	79	78	97	101	101	104
Cc1ccc(C(=O)Nc2cccc3[nH]c(C(F)(F)F)nc23)cc1	70	89	56	·	66	95	·	77
Oc1[nH]c2ccccc2c1N=Nc1nnc2n1N=C(c1ccc(Cl)cc1)CS2	97	81	95	103	83	87	89	98
Cc1ccc(S(=O)(=O)NCCNc2nccc(-n3cnc4ccccc43)n2)cc1	53	64	21	56	82	·	88	90
COc1cccc(-c2nn(-c3ccccc3)cc2-c2ccnc(N3CCN(C(=O)Nc4ccc(F)cc4)CC3)c2)c1	44	86	43	62	56	32	51	77
CC(SC(C)C(=O)N/N=C/c1cccc(F)c1)C(=O)N/N=C\c1cccc(F)c1 (stereo unspecified)	89	115	102	119	105	97	92	101
Clc1ccc(CSc2ncc(Br)c(Nc3cc(Cl)ccc3Cl)n2)cc1	113	126	111	109	111	111	·	130
O=C(Nc1ccccc1)C1=NCCCCN1	101	105	99	107	108	106	104	108
COc1ccc(Cn2cc3c(c2)-c2ncncc2CC3)cc1	88	116	104	97	109	96	108	110
COc1ccc(C2=NN(/C=C3\SC(=O)NC3=Nc3ccc(OC(C)=O)cc3)C(c3ccc(F)cc3)C2)cc1 (stereo unspecified)	95	96	97	91	100	110	98	95
CCCN1C(=O)C(O)(CC(=O)c2cc3ccccc3oc2=O)c2ccccc21 (stereo unspecified)	87	103	103	95	108	93	107	97
Cc1cccc(NC(=O)[C@@H]2c3ccccc3C(=O)N(c3ccc(O)cc3)[C@H]2c2ccc(O)cc2)n1	·	99	94	96	88	94	102	96
CSc1nc(=O)n(CCc2ccc(Cl)cc2)c(=O)n1Cc1ccc(C(=O)O)cc1	96	104	96	·	99	100	106	125
Cc1cccc(NC(=O)Nc2ccc(Oc3ncnc4[nH]c(C)c(C)c34)cc2)c1	91	86	96	88	87	96	64	120
COc1cccc(-c2nc3sccn3c2-c2ccnc(NCCCNS(=O)(=O)c3ccc(F)cc3)n2)c1	6.8*	55	7.3*	·	42	18	41	32
COc1cc(-c2nc(C(=O)NCCC(=O)NO)nn2-c2ccc(Cl)cc2)cc(OC)c1OC	108	·	100	101	100	100	116	115
N#Cc1c(-c2ccccc2Cl)cc(-c2ccc3ccccc3c2)[nH]c1=O	53	70	79	41	18	25	95	13
CC1SC(c2ccc(Cl)cc2)N(NC(=O)c2[nH]c3ccc(F)cc3c2-c2ccccc2)C1=O (stereo unspecified)	55	92	91	76	72	75	95	56
Cc1cnc(N=Nc2ccccc2)[nH]1	94	97	98	94	105	104	99	105
O=[N+]([O-])c1cccc(-c2nc3sccn3c2-c2ccnc(NCCNS(=O)(=O)c3ccc(F)cc3)n2)c1	36	86	21	75	60	79	73	99
COc1ccc(/C=N/Nc2nc(Nc3ccccc3)nc(Nc3ccc(S(N)(=O)=O)cc3)n2)cc1	87	96	75	88	87	75	69	81
O=C(NCC1CC1)NC(=O)c1ccccc1F	103	·	98	·	96	108	·	115
O=C(O)CC(=O)NC1c2ccccc2Oc2ccccc21	111	92	102	101	93	95	92	95
CC(=O)Oc1cc(C(=O)N[C@@H](Cc2ccccc2)C(O)C(=O)NCc2ccccc2)cc(OC(C)=O)c1OC(C)=O (stereo partly specified)	97	108	101	108	104	113	110	103
CC/C(=C(/c1ccc(Cl)cc1)c1ccc(OCCN2CCCCCC2)cc1)c1ccccc1	87	92	80	85	60	82	99	98
Nc1ccc(C(=O)Nc2ccc(N=Nc3ccc(S(=O)(=O)O)cc3)cc2)cc1	90	93	100	92	90	100	100	93
CCOC(=O)c1c(C)oc2ncnc(N3CCN(CC(=O)Nc4ccccc4)CC3)c12	93	105	·	103	107	110	105	111
COc1ccc(-n2c(-c3ccccc3)c(-c3ccccc3)c3c(SCC(=O)n4nc(C)cc4C)ncnc32)cc1	79	97	78	65	91	90	109	95
O=C(COc1cccc(/C=C2\Cc3ccccc3C2=O)c1)Nc1nc2ccccc2s1	96	119	98	107	109	100	114	116
CS(=O)(=O)CC(=N\O)/C(CS(C)(=O)=O)=N/O	99	105	103	101	100	103	101	99
NC(N)=NS(=O)(=O)c1ccc(N=C2C(=O)Nc3ccccc32)cc1	90	109	95	88	114	108	82	92
CN(C)CC[C@H](c1ccc(Cl)cc1)c1ccccn1	101	113	101	101	·	94	117	102
CC1(C)COC(c2ccc(CC(Cc3ccc(C4(C(C)(C)C)OCC(C)(C)CO4)cc3)C(=O)O)cc2)(C(C)(C)C)OC1	53	·	60	·	16	74	·	85
Cc1nn(-c2ccccc2)c2nc(C)n(-c3ccc(Br)cc3)c(=O)c12	39	60	5.3*	32	21	9.9*	27	46
C[N+]1(CC(=O)c2ccccc2)CCc2ccccc2C1 (stereo unspecified)	96	101	100	107	98	105	92	90
CC1(O)CCCCC1O (stereo unspecified)	97	83	107	114	·	104	92	106
CC(C)(C)C(=O)c1c2c(c3ccc4c5ccccc5ccc4n13)C(=O)c1ccccc1C2=O	97	105	79	86	85	71	104	9.7*
O=C1C[C@H](N2C(=O)c3ccccc3S2(=O)=O)C2CO[C@@H]1O2	100	84	96	·	89	84	·	97
COc1ccc(C(=O)C(=O)c2ccccc2)cc1	99	111	91	102	104	106	110	101
CC(C)(C)n1cc(-c2ccnc(NCCCNS(=O)(=O)c3ccc(Br)cc3)c2)c(-c2cccc(O)c2)n1	43	9.2*	15	50	24	5.2*	19	-2.0*
BrCc1c(-c2ccc(Br)cc2)oc(-c2ccc(Br)cc2)c1Br	110	115	100	102	106	106	133	135
O=P(O)(O)C(O)(Cc1cccnc1)P(=O)(O)O	99	99	103	103	99	100	111	113
Nc1nc(O)c(Br)c(=O)[nH]1	87	·	106	87	104	87	102	114
CC1=NN(c2nc(-c3ccc(F)cc3)c(C#N)c(N3CCOCC3)n2)C(=O)C1	75	76	93	96	72	82	88	51

Compounds listed so far that have a nitro group on carbon (3):
SMILES	UACC-62	UACC-257	SK-MEL-5	EKVX	A549/ATCC	M14	SK-MEL-2	MALME-3M
CCCCNS(=O)(=O)c1cc(Nc2ccc(O)c3c2C(=O)c2c([N+](=O)[O-])ccc(O)c2C3=O)ccc1OC	93	93	97	·	94	104	·	123
NS(=O)(=O)c1ccc(Nc2nc(SCc3ccc([N+](=O)[O-])cc3)nc3ccccc23)cc1	73	108	80	88	84	93	102	102
O=[N+]([O-])c1cccc(-c2nc3sccn3c2-c2ccnc(NCCNS(=O)(=O)c3ccc(F)cc3)n2)c1	36	86	21	75	60	79	73	99

Following part.
SMILES	UACC-62	UACC-257	SK-MEL-5	EKVX	A549/ATCC	M14	SK-MEL-2	MALME-3M
Cc1c2ccccc2nc(CSCc2ccccc2)[n+]1[O-]	93	106	101	95	98	100	104	103
NC(=O)NS(=O)(=O)c1ccc(N2N=C(C(F)(F)F)CC2c2cc(C(F)(F)F)cc(C(F)(F)F)c2)cc1 (stereo unspecified)	83	32	75	59	·	80	11	87
N#Cc1c(-c2ccccc2)[nH]c2ncc(-c3ccc(F)cc3)n2c1=O	85	101	89	76	102	88	97	93
Cc1nn(-c2ccccc2)c2c1C(c1cc3c(cc1[N+](=O)[O-])OCO3)C(C#N)=C(N)O2 (stereo unspecified)	90	100	100	95	104	95	112	106
S=C1NCCN1c1ccc(Cl)cc1	108	104	104	96	99	92	109	·
O=S(=O)(NCCNc1cc(-c2cn(-c3ccccc3)nc2-c2cccc(O)c2)ccn1)c1ccc(Cl)cc1	·	·	15	52	31	24	35	34
CCSc1ccc(/C=C2\NC(=O)NC2=O)cc1	91	92	92	23	85	95	92	118
CCOC(=O)c1c(C)nc2ccccc2c1/C=C/c1cccc(C)c1	64	97	62	91	82	108	82	129
Nc1nnc(-c2ccccn2)c(-c2c[nH]c3ccc(F)cc23)n1	87	98	91	78	92	102	104	95
COc1ccc(/C=C(/C(=O)N2CCCC2)c2cc(OC)c(OC)c(OC)c2)cc1	44	52	15	73	36	2.2*	64	50
O=C(Nc1ccc(-n2cnc3cc(-c4ccc(O)cc4)ccc32)cc1)C1CC1	99	117	93	102	96	95	92	93
O=C(NCCc1ccccn1)OCc1ccc2c(Cl)cc(Cl)c(O)c2n1	58	92	64	83	66	57	83	80
Cc1ccc(S(=O)(=O)c2nc(-c3ccccc3)oc2Sc2nc3ccccc3[nH]2)cc1	83	87	76	79	79	78	71	76

Compounds above containing bromine:
SMILES	UACC-62	UACC-257	SK-MEL-5	EKVX	A549/ATCC	M14	SK-MEL-2	MALME-3M
Clc1ccc(CSc2ncc(Br)c(Nc3cc(Cl)ccc3Cl)n2)cc1	113	126	111	109	111	111	·	130
Cc1nn(-c2ccccc2)c2nc(C)n(-c3ccc(Br)cc3)c(=O)c12	39	60	5.3*	32	21	9.9*	27	46
CC(C)(C)n1cc(-c2ccnc(NCCCNS(=O)(=O)c3ccc(Br)cc3)c2)c(-c2cccc(O)c2)n1	43	9.2*	15	50	24	5.2*	19	-2.0*
BrCc1c(-c2ccc(Br)cc2)oc(-c2ccc(Br)cc2)c1Br	110	115	100	102	106	106	133	135
Nc1nc(O)c(Br)c(=O)[nH]1	87	·	106	87	104	87	102	114

Source: PubChem BioAssay
